High-throughput results (PubChem)
PLK1 PBD block = inhibitors of human PLK1 polo-box domain binding. Plk1 PBD binding of FITC phosphopeptide, fluorescence polarization. Potency, µM, for the others: max response, negative = inhibition, most hits filed as inhibitors. hit rate 2.8% among 360,000. AID 720504; note: potency is the fitted concentration of half-maximal effect; series mostly up to about 57 µM; % is set by controls: 0 for no effect and ±100 for the full control effect; nearly all actives have a fitted effect of over 65% in size
EPAC1 antag = antagonists of human EPAC1; Potency, µM (titrated, usually from 115 µM), for the others: top-dose activity change, negative = inhibition, hits mostly inhibitors; AID 720709; EPAC1 GEF assay, Rap1b-BODIPY-GDP exchange fluorescence; hit rate 0.14% among 360,000;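 note: potency is the fitted concentration of half-maximal effect; plate controls were vehicle for no effect and positive control for full effect; nearly all actives have a fitted effect of over 50% in size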
WRN inhibitor = blocks human WRN helicase; Q14191; WRN helicase unwinding, fluorescent forked duplex, kinetic; Potency, µM (titrated, usually from 114 µM), for inactives: top-dose activity change, negative = inhibition, hits mostly inhibitors; hit rate 0.46% among 360,000; note: potency is the fitted concentration of half-maximal effect; % is set by controls: 0 for no effect and ±100 for the full control effect; nearly all actives have a fitted effect of over 55% in size
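Kinetic fluorescence helicase assay: unwinding of a quenched forked DNA duplex (100 nM final) with 2 mM ATP final raises red fluorescence (525/598 nm). Compounds sat 15 min at room temperature with 20 nM WRN beforehand.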
IL-2 act = IL-2 activation; IL-2 activation reporter assay, cell-based qHTS; stimulated with anti-CD3/CD4/CD28 beads; in transgenic mouse T cells; activation, % (series mostly up to about 46 µM); hit rate 0.065% among 360,000; in the data active = activation above about 50%; inconclusive = mostly about 30% to 49%; note: 0% is about no effect
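Readout is EGFP and DsRed signal by fluorescent plate cytometry after 18 h at 37 degrees C. Transgenic mouse T cells (750/well) received compound for 60 min before bead stimulation (anti-CD3, anti-CD4, anti-CD28); memory T cells served as non-tolerant control.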
PI5P4K alpha inh = inhibitors of human PI5P4K alpha; P48426; PI5P4Kalpha enzyme, ADP-Glo luminescence, 60 min; stronger effect = lower value; max response, %; hit rate 1.2% among 330,000; AID 652105; active = max response of -50% or lower; inconclusive = between -30% and -50%; inactive = -30% or higher; note: value at the top dose of about 77 µM; % is set by controls: 0 for no effect and ±100 for the full control effect
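Reactions run in 0.038 M HEPES pH 7.4, 0.28 mM EGTA, 0.1% CHAPS and 5% DMSO, with PI5P4Kalpha, substrate, compound and 5 microM ATP final, one hour at room temperature. Readout is ADP-Glo luminescence.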
Abeta yeast res = restores growth of yeast expressing A-beta42 peptide. yeast expressing A-beta42, growth rescue, OD600, 48 h; response scale: 0% DMSO, 100% iron-clioquinol control. hit rate 0.063% among 410,000. Potency, µM (doses to about 46.1 µM), inactives show top-dose growth rescue, hits mostly activators; note: potency is the fitted concentration of half-maximal effect; nearly all actives have a fitted effect of over 55% in size
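Growth rescue measured by 600 nm absorbance after 48 h yeast culture at 30 C with compound. Values normalized between DMSO and an equimolar ferric chloride plus clioquinol control.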
FUS suppressor = FUS proteinopathy suppression in yeast; hit rate 0.24% among 390,000; S. cerevisiae FUS-expressing, growth rescue, OD600, 24 h; AID 1347120; Potency, µM (doses to about 76.6 µM), for the others: at the top dose growth rescue (activation), hits mostly activators;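 note: potency is the fitted concentration of half-maximal effect; plate controls were DMSO vehicle for no effect and reference control for full effect; nearly all actives have a fitted effect of over 55% in size; some results filed as inactive show a strong effect at the top dose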
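FUS-expressing yeast, raffinose-pregrown, induced in 2% galactose minimal medium at OD 0.005; compounds in a dilution series, 24hr at 30C. Growth restoration read as absorbance at 600 nm. CP55940 positive control, DMSO negative.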
aSyn yeast inh = inhibitors of alpha-synuclein toxicity in yeast | Yeast expressing alpha-synuclein, growth rescue, BacTiter-Glo, 24 h | Potency, µM (series often up to 46.1 µM), for inactives: top-dose growth rescue (activation), actives largely listed as activators | hit rate 0.14% among 370,000 | AID 652106; note: potency is the fitted concentration of half-maximal effect; % of control where 0% means no effect; nearly all actives have a fitted effect of over 65% in size
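Readout is rescue of growth in alpha-synuclein-expressing yeast, so inhibitors of toxicity appear as activators. Growth after 24 hr at 30 deg C in galactose medium is quantified by luminescence.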
EPAC1 ag = agonists of human EPAC1; O95398; EPAC1 agonist qHTS, biochemical assay; response scale: 100% = response to 6.5 mM cAMP; Potency, µM (highest dose often 154 µM), without a hit: top-dose activation, actives largely listed as activators; hit rate 0.073% among 360,000; AID 720707; note: potency is the fitted concentration of half-maximal effect; nearly all actives have a fitted effect of over 60% in size
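Fluorescent GDP-exchange assay: 100 nM EPAC1 with 250 nM Rap1B preloaded with BODIPY-GDP and 50 uM GDP; compounds tested as concentration series, 5 min at room temperature, then read every 5 min for 30 min (ex 480/em 540 nm); normalized to 6.5 mM cAMP.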
The depositor's hits bear a star; ? = inconclusive; nt = no result given; & = joins results of further samples; [ ] = remark or other dose. Unless noted, calls come from the whole dose curve; as a rule, active = well fitted curve in the direction sought with a large enough effect; inconclusive = small, poorly fitted or top-dose-only effect, or another doubt; inactive = no such curve, though single readings can be large; an effect the other way counts as inactive or inconclusive.

Compound	PLK1 PBD block	EPAC1 antag	WRN inhibitor	IL-2 act	PI5P4K alpha inh	Abeta yeast res	FUS suppressor	aSyn yeast inh	EPAC1 ag
Cc1[nH]nc2nc(SCC(=O)NC3CCCCC3)n(-c3ccc(Br)cc3)c(=N)c12	-7%	-7%	10%	-2.3	-4	13%	2%	-9%	8%
CC1(C)CC(=O)c2cc(OCC(=O)NCCN3CCOCC3)ccc2O1	-12%	7%	2%	1.1	8	5%	-16%	1%	5%
O=C(CCN1C(=O)/C(=C/c2ccccc2Cl)SC1=S)N1CCOCC1	-13%	8%	-5%	-1.9	0	11%	nt	2%	-8%
Cn1c(SCC(=O)NC2CCCC2)nnc1-c1cccs1	2%	17%	3%	-0.3	6	-4%	19%	-4%	0%
CC1=CN2C(=N)/C(=C/c3ccc([N+](=O)[O-])o3)C(=O)N=C2S1	?	?	32µM*	0.9	-67*	-93%[inhibitor]	34%	-79%[inhibitor]	17%
CC1CCN(C(=O)COC(=O)Cn2cnc3ccccc32)CC1	0%	-2%	-5%	0.4	4	-9%	19%	-13%	-6%
Cc1ccc(CS(=O)(=O)Cc2ccc(C(=O)NCC3CCCO3)o2)cc1 (stereo not given)	-3%	0%	-7%	-1.8	nt	14%	-5%	0%	5%
Cc1sc2nc(-c3cccnc3)nc(Cl)c2c1-c1ccccc1	?	-1%	4%	-4.7	-4	-31%[inhibitor]	nt	-23%	7%
CCOC(=O)C1=C(C)N=c2s/c(=C\c3ccc(OCC(=O)O)cc3)c(=O)n2C1c1ccc(Cl)cc1 (stereo not given)	10%	?	?	4.3	0	13%	?	-27%	18%
CCOC(=O)C1=C(C)N(CCCC(=O)O)C(=O)NC1c1ccc2ccccc2c1 (stereo not given)	7%	17%	4%	-1.2	-75*	-6%	-13%	-1%	4%
CCCCOc1ccc(N(CC(=O)NC(C)(C)C)C(=O)CCC(=O)Nc2nccs2)cc1	-5%	-23%	2%	0.5	-8	-6%	26%	-19%	-19%
Cc1cccc(N2CCN(S(=O)(=O)c3c(C)nc4scc(C)n4c3=O)CC2)c1C	-10%	-15%	1%	0.3	3	-6%&-15%	-10%&-6%	-60%[inhibitor]	17%
CN(Cc1nc(-c2cccnc2)no1)S(=O)(=O)c1ccc(Br)cc1	-8%	-7%	-4%	0.7	-2	-23%	15%	15%	-2%
O=C(CSc1ccsc1[N+](=O)[O-])NCCc1ccccc1	-18%	5%	-4%	1.6	nt	-9%	38%	-2%	2%
COc1ccc(C(=O)N/C(=C\c2cn(S(=O)(=O)N(C)C)c3ccccc23)C(=O)NC(C)C)cc1	4%	3%	1%	-1.6	0	4%	11%	6%	-1%
CC(C)=CCN1CCN(Cc2ccoc2)CC1CCO (stereo not given)	-7%	-6%	18%	0.3	3	9%	16%	-10%	-3%
O=C(O)COc1ccccc1/C=C1\SC(=O)N(Cc2ccc(F)cc2)C1=O	-25%	3%	-10%	-0.6	4	-1%	20%	-7%	-4%
COC(=O)C1=C(CS(=O)(=O)c2cc(Cl)ccc2OC)NC(=O)NC1c1ccc(O)c(OC)c1 (stereo not given)	-12%	11%	-2%	10	-1	6%	2%	0%	10%
CCOC(=O)C(C(=O)Nc1cccc(C)n1)C1CCCCC1 (stereo not given)	-4%	-7%	-2%	2.5	-4	5%	9%	4%	2%
Cc1nnc(NC(=O)Cn2c(=O)sc3ccccc32)s1	2%	-2%	0%	0.2	-4	-6%	-17%	-3%	-1%

Record cards, as listed above:
Cc1sc2nc(-c3cccnc3)nc(Cl)c2c1-c1ccccc1 as listed: PLK1 PBD block: ?; EPAC1 antag: -1%; WRN inhibitor: 4%; IL-2 act: -4.7; PI5P4K alpha inh: -4; Abeta yeast res: -31%[inhibitor]; FUS suppressor: nt; aSyn yeast inh: -23%; EPAC1 ag: 7%
O=C(O)COc1ccccc1/C=C1\SC(=O)N(Cc2ccc(F)cc2)C1=O as listed: PLK1 PBD block: -25%; EPAC1 antag: 3%; WRN inhibitor: -10%; IL-2 act: -0.6; PI5P4K alpha inh: 4; Abeta yeast res: -1%; FUS suppressor: 20%; aSyn yeast inh: -7%; EPAC1 ag: -4%

Additional records:
Compound	PLK1 PBD block	EPAC1 antag	WRN inhibitor	IL-2 act	PI5P4K alpha inh	Abeta yeast res	FUS suppressor	aSyn yeast inh	EPAC1 ag
COc1ccc(NC(=O)CSc2nnc(C)n2N)cc1S(=O)(=O)N1CCCCC1	1%	4%	3%	0.2	3	-3%	-6%	-5%	-13%
CC1CCCN(S(=O)(=O)c2ccc(NC(=O)C3CC(=O)N(C(C)(C)C)C3)cc2)C1 (stereo not given)	-6%	-10%	-18%	4.5	1	4%	37%	-4%	9%
COc1ccc(NC(=O)C2C3CC/C=C\CCC32)cc1 (stereo not given)	-1%	-8%	-2%	2.1	-4	15%	8%	2%	-2%
Cn1c(CN2CCN(C(=O)c3ccc(F)cc3)CC2)nc2cc([N+](=O)[O-])ccc21	-1%	7%	-8%	0.8	-1	0%	7%	0%	-3%
C#CCOCCOCCOCCNc1nc(N2CCOCC2)nc(N2CCN(C(=O)[C@H](CCCN=C(N)N)n3cc(C(N)[C@@H](C)CC)nn3)CC2)n1 (stereo not given in full)	-1%	15%	9%	-0.3	3	-3%	6%	1%	2%
O=C(NNc1nc2ccccc2o1)c1ccccc1	-1%	-21%	-7%	-1.2	-15	-1%	9%	-9%	11%
N#Cc1cnc(NOCc2ccc(Cl)cc2)nc1	-5%	-6%	0%	-0.1	-4	21%	-18%	6%	3%
Cc1cc(C)n2nc(-c3ccc(F)cc3)cc2n1	-4%	2%	3%	-1.5	1	12%	-15%	-1%	-2%
Cc1ccc(C2Nc3ccccc3C(=O)N2CCN2CCNC2=O)cc1 (stereo not given)	-14%	23%	0%	-0.7	0	4%	14%	-3%	11%
O=C1CCC[C@@H]2Cc3nc4ccccc4cc3[C@@H]3CCN1[C@H]23	-3%	-15%	4%	0.3	0	-8%	-20%	-2%	-12%
Cc1cc2c(c(=O)n1Cc1cccnc1)C(c1cccs1)C(C#N)=C(N)O2 (stereo not given)	-15%	19%	-19%	-2.5	-7	1%	4%	-2%	-10%
O=C(Nc1ccc([N+](=O)[O-])cn1)C1CC1	0%	-8%	-7%	-0.3	11	-18%	14%	3%	-10%
Cc1ccccc1C(=O)Nn1cnc2ccccc2c1=O	-13%	-5%	-16%	-0.6	-1	7%	3%	0%	2%
CCCCNC(=O)C1CC(=O)N(c2ccc(OC)cc2)C1c1ccc(OC)cc1 (stereo not given)	-2%	1%	-3%	0.6	nt	1%	21%	-3%	0%
CN(C)c1ccc(C(CNS(=O)(=O)c2ccc3ccccc3c2)N2CCOCC2)cc1 (stereo not given)	-8%	-5%	21%	-1.1	-2	8%	15%	-3%	-3%
CC1CCc2c(sc(NC(=O)c3ccc(Cn4cc([N+](=O)[O-])cn4)o3)c2C#N)C1 (stereo not given)	?	-21%	?	0.7	?	8%	45%	3%	11%
CN(Cc1ccccc1)S(=O)(=O)c1ccc(OCC(=O)N2CCC(C(N)=O)CC2)cc1	1%	3%	0%	-0.2	1	5%	16%	1%	4%
Cc1cc(C)nc(SCc2n[nH]c(=S)n2C)n1	-6%	?	-17%	-1.3	-7	1%[9.22 µM]	-36%	0%	-1%
CN(C)CCCC(C)(O)C(Cc1ccccc1)c1ccccc1 (stereo not given)	-11%	-5%	-24%	-2.8	2	0%	nt	-2%	0%
O=S(=O)(c1ccccc1)N(CC(F)(F)F)c1ccc(C(O)(C(F)(F)F)C(F)(F)F)cc1	-6%	?	-13%	-0.6	14	?	31%	-19%&-57%	-17%
COC(=O)[C@H]1C[C@@]2(O)CN(S(=O)(=O)c3ccc(C)cc3)C[C@@]2(OC(=O)Nc2cccs2)C[C@H]1C(=O)OC	-20%	?	-12%	0.9	-2	-4%	21%	3%	-1%
Cc1n[nH]c(C)c1CCC(=O)N/N=C/c1c[nH]c2ccccc12	0%	-14%	-4%	0.2	?	-11%	1%	0%	-3%
Cc1cccc2c1cnn2C(=O)Nc1ccc(Br)cc1F	4%	29%	5%[57.1 µM]	-3.3	0	-6%	-7%	4%	-2%
ON=C1CCC2CCCCC2C1 (stereo not given)	0%	-4%	0%	-1.5	-7	-5%	-10%	-9%	-4%
CC(C)=CCCC(C)CCO (stereo not given)	-19%	14%	5%	0.0	-1	-9%	-10%	0%	-8%
O=C(C1CC(c2ccc(F)cc2)=NO1)N1CCc2ccccc2C1 (stereo not given)	-29%	-11%	-3%	-0.4	0	-11%	-19%	0%	0%
Cc1ccc(CNC(=O)C(C(=O)NCc2ccc(C)o2)c2ncc(C(F)(F)F)cc2Cl)o1	1%	3%	3%	-2.1	1	-15%	9%	5%	-9%
CC(C)(C)OC(=O)N1CCC2(CC1)Oc1ccc(F)cc1C(=O)C21CC(c2ccccc2)=NO1 (stereo not given)	5%	-8%	-5%	-0.1	19	13%	22%	1%	-9%
CCOc1ccc(S(=O)(=O)Nc2cc(S(=O)(=O)N(CC)CC)ccc2N2CCCC2)cc1	-10%	-9%	8%	0.1	8	-1%	nt	-5%	1%

The order is random; about 4.1% have a hit in one of these screens.
